GoLoco inh red – inhibitors of human Gai1-RGS12 GoLoco interaction (red fluorophore); Potency, µM (highest dose often 61.6 µM), without a hit: at the highest dose activity, negative = inhibition, usual class: inhibitors; AID 880; Gai1:RGS12 GoLoco peptide FP, rhodamine, 10 min; 230,000 compounds, 0.44% hits; P63096; active = well fitted inhibition curve with a large enough effect, not every such curve was filed as active; inactive = no such curve, though single readings can be large or run the other way; note: % is set by controls: 0 for no effect and ±100 for the full control effect; nearly all actives have a fitted effect of over 30% in size; many of its hits are not listed in these tables
IMPase Li cell – IMPase inhibition in cells with lithium potentiation | CHO-M1 cells, IP1 TR-FRET (IP-One), carbachol + lithium | Potency, µM (doses to about 59.4 µM), for inactives: at the top dose activity, negative = IMPase inhibition, hits mostly inhibitors | 210,000 compounds, 0.35% hits | AID 1457;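 note: IP1 builds up when IMPase is blocked and the TR-FRET signal falls; plate controls were basal vehicle for no effect and high inhibitor control for full effect; nearly all actives have a fitted effect of over 50% in size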
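Lithium-sensitised IP1 accumulation assay; M1-expressing CHO cells treated 30 min at 37C with compound. Competitive antibody detection by time-resolved FRET followed a 10 min room-temperature lysis step.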
Epigenetic reg – epigenetic control regulation, reporter derepression; murine LDR cells, GFP reporter derepression, 30 h; Potency, µM (highest dose often 53.9 µM), inactives show at the highest dose GFP activation, actives largely listed as activators; 280,000 compounds, 0.2% hits; AID 1865; note: % of control where 0% means no effect; nearly all actives have a fitted effect of over 60% in size
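Reporter derepression read as number of fluorescent GFP-positive objects, 20-120 um in size, counted by laser-scanning cytometer. Mouse LDR line with an epigenetically silenced CMV-GFP locus; compound incubation 30 h, 37 C.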
KDM4E inh – blocks human JMJD2E demethylase activity. B2RXH2. JMJD2E catalytic domain, FDH-coupled NADH fluorescence (FDH is formaldehyde dehydrogenase). Potency, µM (titrated, usually from 57.1 µM), for the others: at the highest dose activity change, negative = inhibition, usual class: inhibitors. 230,000 compounds, 1.6% hits. AID 2147; active = well fitted inhibition curve with a large enough effect, not every such curve was filed as active; inconclusive = small, poorly fitted or top-dose-only effect, or another doubt; inactive = no such curve, though single readings can be large or run the other way;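 note: 0% = wells with enzyme and -100% = buffer wells without enzyme; nearly all actives have a fitted effect of over 50% in size; many of its hits are not listed in these tables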
Target sequence (B2RXH2 1-337 limits assumed): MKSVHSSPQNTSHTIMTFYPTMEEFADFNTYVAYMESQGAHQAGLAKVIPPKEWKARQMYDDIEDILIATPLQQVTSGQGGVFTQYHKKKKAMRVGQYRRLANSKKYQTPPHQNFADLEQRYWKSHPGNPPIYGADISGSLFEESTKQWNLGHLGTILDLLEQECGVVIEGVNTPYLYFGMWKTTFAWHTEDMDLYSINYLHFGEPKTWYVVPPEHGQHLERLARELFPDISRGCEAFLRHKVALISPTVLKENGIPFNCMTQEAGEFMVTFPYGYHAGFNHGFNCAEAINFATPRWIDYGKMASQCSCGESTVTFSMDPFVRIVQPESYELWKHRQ
KinaseGlo FLuc – blocks Kinase-Glo luciferase, a counter-screen artifact. Potency, µM (titrated, usually from 38.3 µM), without a hit: at the top dose activity change, negative = inhibition, usual class: inhibitors. 200,000 compounds, 0.28% hits. Q27757. AID 1379. Kinase-Glo luciferase, ATP luminescence, 8 min; note: % is set by controls: 0 for no effect and ±100 for the full control effect; nearly all actives have a fitted effect of over 60% in size
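Kinase-Glo luciferase light output from ATP and luciferin was measured with 10 uM ATP, within the enzyme's linear range. Buffer: 50 mM imidazole pH 7.2, 50 mM KCl, 7 mM MgCl2, 0.01% Tween 20, 0.05% BSA; luminescence read after 8 min at ambient temperature.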
RECQ1 helicase – blocks DNA unwinding by human RECQ1 | RECQ1 DNA unwinding, red fluorescence kinetic read | Potency, µM (top dose mostly 57.3 µM), for the others: at the top dose activity, negative = inhibition, most hits filed as inhibitors | P46063 | 240,000 compounds, 0.54% hits | AID 2549;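 note: plate controls were vehicle for no effect and no enzyme for full effect; nearly all actives have a fitted effect of over 30% in size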
Target sequence (P46063 whole entry, looked up): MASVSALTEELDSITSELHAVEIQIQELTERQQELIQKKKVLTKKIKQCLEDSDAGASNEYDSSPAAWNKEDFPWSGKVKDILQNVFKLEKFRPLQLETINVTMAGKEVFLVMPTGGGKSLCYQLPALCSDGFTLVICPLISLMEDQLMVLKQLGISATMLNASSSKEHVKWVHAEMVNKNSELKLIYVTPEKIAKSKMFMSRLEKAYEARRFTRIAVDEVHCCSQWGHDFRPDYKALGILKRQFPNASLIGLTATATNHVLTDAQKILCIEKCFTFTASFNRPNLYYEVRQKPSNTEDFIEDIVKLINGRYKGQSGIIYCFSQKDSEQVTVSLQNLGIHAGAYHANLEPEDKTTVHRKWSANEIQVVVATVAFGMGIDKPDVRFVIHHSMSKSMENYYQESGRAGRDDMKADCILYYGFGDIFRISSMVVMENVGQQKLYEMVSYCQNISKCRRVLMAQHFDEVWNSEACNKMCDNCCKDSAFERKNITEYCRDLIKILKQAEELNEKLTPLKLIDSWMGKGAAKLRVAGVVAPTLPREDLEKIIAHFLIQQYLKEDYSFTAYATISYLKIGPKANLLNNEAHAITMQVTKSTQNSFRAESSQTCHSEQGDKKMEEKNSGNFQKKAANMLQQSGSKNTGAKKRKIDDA
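RECQ1T1 50 nM; forked duplex (20 bp + 30-nt ss tails) 200 nM, ATP 2 mM final; pH 8.0, 2 mM MgCl2, 2.5 ug/ml poly(dI-dC); 15 min compound preincubation; discontinuous kinetic read over 2 h at RT.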
NPSR antag – neuropeptide S receptor (human) antagonism, cAMP; Q6W5P4; CHO-NPSR cells, cAMP TR-FRET, antagonist mode; Potency, µM (titrated, usually from 38.3 µM), for inactives: top-dose activity change, negative = inhibition, most hits filed as inhibitors; 220,000 compounds, 1% hits; AID 1461; note: % is set by controls: 0 for no effect and ±100 for the full control effect; nearly all actives have a fitted effect of over 50% in size; many of its hits are not listed in these tables
SMN2 splice enh – SMN2 splice variant enhancement; HEK293 SMN2-luciferase splicing reporter, luminescence, 30-36 h; Potency, µM (highest dose often 46.1 µM), inactives show top-dose activity change, positive = activation, actives largely listed as activators; 210,000 compounds, 2.8% hits; AID 1458; note: % of control where 0% means no effect; nearly all actives have a fitted effect of over 55% in size
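HEK293 cells carry an SMN2 minigene-luciferase reporter in which exon 7 inclusion puts luciferase in frame. Cells were seeded at 2000 cells/well, attached for 10-12 hours, then exposed to compounds for 30-36 hours at 37C before ONE-Glo luminescence.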
Starred values were filed as active, the others as inactive; i = inactive; ? = inconclusive; / = not tested or not shown; & = joins results of further samples; [ ] = another dose, or the depositor's remark. Unless noted, calls come from the whole dose curve; as a rule, active = well fitted curve in the direction sought with a large enough effect; inconclusive = small, poorly fitted or top-dose-only effect, or another doubt; inactive = no such curve, though single readings can be large; an effect the other way counts as inactive or inconclusive. Potency is the fitted concentration of half-maximal effect. The list is partial; the hit share may differ from the screen's.

SMILES | GoLoco inh red | IMPase Li cell | Epigenetic reg | KDM4E inh | KinaseGlo FLuc | RECQ1 helicase | NPSR antag | SMN2 splice enh
O=C(CC1Nc2ccccc2NC1=O)Nc1ccc2c(c1)OCO2 (stereo not given) | 5% | 8% | -1.3% | ? | 1% | i | -1% | 0%
CC(C)Oc1ccc(/C=N/NC(=O)C(CSCc2ccccc2)NC(=O)c2ccc([N+](=O)[O-])cc2)cc1 (stereo not given) | 3% | 1% | -1.0% | -2% | -1% | -2% | -8%[46.1 µM] | -3%
CCn1nnc(NC(=O)c2ccc(-c3ccc(Cl)cc3)o2)n1 | 2% | 5% | 0.0% | ? | -2% | -3% | -1%[46.1 µM] | 26%
N#CCCCS(=O)(=O)c1nnnn1-c1ccc(F)cc1Br | 6% | 8% | ? | 5% | 2% | -1% | / | 1%
COc1ccc(/C(O)=C2/C(=O)C(=O)N(Cc3ccco3)C2c2cccs2)cc1 (stereo not given) | -21% | -6%[38.3 µM] | 5.3% | ? | 2% | ? | -8%[46.1 µM] | 3%
CCOC(=O)c1sc(=S)n(C)c1NC(=O)c1ccc(C(C)(C)C)cc1 | -1% | / | 12% | -3% | / | -9% | ? | /
O=C(CNS(=O)(=O)c1ccc(Br)s1)N1CCC(N2CCCCC2)CC1 | -5% | 13%[38.3 µM] | 0.0% | 6% | -4% | -4% | -6%[46.1 µM] | -23%
CC(C)(C)c1cc(-c2nc(N)nc(N)n2)cc(C(C)(C)C)c1 | 11% | -15% | 10% | ? | 1% | -9% | -39% | -2%
O=c1cc(NCc2ccccc2)c2ccccc2o1 | -5% | 22%[38.3 µM] | -1.1% | -1% | 4% | -1% | -10%[46.1 µM] | 1%
Cc1nc2ccc(NC(=O)C(F)(F)F)cc2o1 | -1% | -2% | 0.0% | 6% | 9% | -7% | -2%[46.1 µM] | -5%
O=C1c2ccccc2C(=O)N1CCc1nc2ccccc2c(=O)n1CCCn1ccnc1 | -9% | -3%[38.3 µM] | -0.2% | 7% | -7% | -2% | ? | -9%
COc1ccccc1-c1cc(C(F)(F)F)nc(N2CCCCC2)n1 | -18% | 20%[38.3 µM] | -0.7% | -25% | -2% | 4% | -13%[46.1 µM] | 8%
O=C(OCCN=C1NS(=O)(=O)c2ccccc21)C1CC(=O)N(c2ccc(Cl)cc2)C1 (stereo not given) | 7% | 16%[38.3 µM] | 1.8% | 4% | -3% | -4% | -2%[46.1 µM] | 0%
Cc1oc(-c2ccccc2F)nc1CS(=O)(=O)CC(=O)NCCCN1CCc2ccccc2C1 | -1% | 8% | -1.0% | -10% | 2% | 4% | 19% | -17%
NC(=S)Nc1cccc(Cl)c1 | 1% | / | -1.0% | 1% | / | -8% | -11% | /
COc1ccc(/C=C/C(=O)c2ccc(O)cc2)cc1COc1ccc(F)cc1 | / | / | -1.0% | ? | / | i | 19%[46.1 µM] | /
O=C1c2cccc3cccc(c23)C(=O)N1Nc1ccccc1 | 6% | -1% | -4.8% | -13% | -4% | i | 8% | /
CCOCCN1CCN(c2c(C)c(C)nc3cc(-c4cc(OC)cc(OC)c4)nn23)CC1 | 9% | 75%[activator][38.3 µM] | 5.6% | ? | 16% | -1% | -26%[46.1 µM] | 14%
COc1ccc(/C=C2/N=C3CCCCCN3C2=O)cc1 | 1% | -4% | 1.6% | 4% | -1% | i | 2% | 0%
O=C(NCCc1c[nH]c2ccccc12)OCCSS(=O)(=O)O | 9% | 12% | -4.1% | ? | 0% | -11% | 2% | -3%
N=c1ccccn1CC(O)COc1ccccc1 (stereo not given) | 4% | 1%[38.3 µM] | -0.2% | -29% | -6% | -7% | -4%[46.1 µM] | -19%
CCCCNc1nc(CC)c2c(c1C#N)CCCC2 | 9% | 6%[38.3 µM] | 0.4% | ? | 0% | i | -15%[46.1 µM] | 9%
O=C1CC(NC23CC4CC(CC(C4)C2)C3)C(=O)N1c1ccc2c(c1)OCO2 (stereo not given) | -10% | 1%[38.3 µM] | 0.0% | 1% | 1% | -1% | -5%[46.1 µM] | -3%
CC1=C(C(=O)OC(C)C)[C@@H](c2ccc(C)o2)NC(=O)N1 | -3% | 9% | 0.2% | 9% | 3% | -1% | 7% | 6%
CC1CC(=O)N(c2ccc(NCc3ccccc3Cl)c([N+](=O)[O-])c2)C1=O (stereo not given) | 1% | 2% | -1.8% | -8% | 4% | -3% | 4% | -7%
CC1Cc2ccccc2N1C(=O)CSc1nc2cc3c(cc2cc1C#N)OCO3 (stereo not given) | 11% | 3%[38.3 µM] | 5.2% | -14% | 3% | -2% | -16%[46.1 µM] | -15%
CCC(C)(NC(=O)c1ccc(=O)[nH]c1)C(=O)NC1CCCC1 (stereo not given) | 4% | 32%[38.3 µM] | 1.5% | -3% | 3% | 0% | 7%[46.1 µM] | -2%
O=C(c1cnn2c(C(F)F)cc(-c3ccccc3)nc12)N1CCc2ccccc21 | 8% | -9% | 17% | 5% | -1% | -2% | -39% | -7%
O=C(Nc1ccc(F)cc1)C1CCN(C(=O)c2ccc([N+](=O)[O-])cc2)CC1 | -5% | 9% | -0.4% | -3% | 1% | i | 0% | 0%
CCN(CC)S(=O)(=O)c1ccc(C(=O)NCc2cccs2)cc1 | -3% | -3%[38.3 µM] | -1.5% | 2% | -3% | 0% | -14%[46.1 µM] | -8%
COc1cc(C)ccc1OCCCOc1ccccc1Br | 11% | 6%[38.3 µM] | -1.1% | -4% | -3% | -9% | -13%[46.1 µM] | 3%
CCOC(=O)N1CCN(C(=O)CN(Cc2ccccc2)S(=O)(=O)c2ccc(OC)c(Cl)c2)CC1 | -2% | 43%[activator][38.3 µM] | -4.6% | ? | -6% | -9% | -18%[46.1 µM] | -21%
Cc1ccc(C)n1-c1nn(S(=O)(=O)c2cccc(C(F)(F)F)c2)c2cccc(F)c12 | 13% | / | -4.1% | -27% | / | -14% | -58% | /
CCOc1cc(CNCCc2ccc(S(N)(=O)=O)cc2)ccc1OCc1ccccc1 | 19% | 12%[38.3 µM] | 5.9% | -2% | -6% | 5% | 17%[46.1 µM] | -61%[inhibitor]
Cc1[nH]c2ccccc2c1C(=O)C(=O)N1CCN(C)CC1 | 1% | -4% | 1.3% | 5% | 1% | -1% | 3% | 16%
COc1ccc(CCNC(=O)CSC2=Nc3ccccc3C3=NC(C(C)C)C(=O)N23)cc1OC (stereo not given) | 1% | -9%[38.3 µM] | -1.1% | -4% | -7% | -4% | -4%[46.1 µM] | -31%
C=C1C(=O)O[C@@H]2[C@H]3O[C@]3(C)CC/C=C(\C)CC[C@@H]12 | -10% | 19% | 0.0% | / | / | i | / | -75%
O=C(Nc1cccnc1)c1ccc(Br)s1 | -2% | 29%[38.3 µM] | -1.0% | 2% | -3% | 1% | 5%[46.1 µM] | -12%
CC(=O)Nc1ccc(S(=O)(=O)NCCC(=O)OCCN2C(=O)c3ccccc3C2=O)cc1 | -7% | -11%[38.3 µM] | -1.2% | -3% | 0% | -3% | 8%[46.1 µM] | 7%
Cc1cccc(C)c1NC1=C(Cl)C(=O)OC1OC(C)C (stereo not given) | -13% | 24% | 0.0% | -2% | 1% | -4% | 0% | 9%[1.84 µM]
COc1cccc(-c2c(C#N)c(N)nc3c2c(=O)nc2sccn23)c1 | 12% | 0% | 0.0% | -4% | 7% | -8% | -3% | 16%
CCc1ccc(NC(=O)c2c(Cl)nc(C)c(Cl)c2C)cc1 | 2% | 12% | -0.9% | -2% | -2% | -12% | -23% | -5%[1.84 µM]
Fc1ccccc1-n1cn[nH]c1=S | 5% | 3% | -3.8% | -7% | 1% | -2% | 4% | 21%
CN(C)C(=C(C#N)C#N)N1CCN(c2ccc(Cl)cc2)CC1 | 11% | ? | -1.3% | -1% | 2% | 11% | -18% | -15%
CN=C(Nc1cc(C)nn1CCC#N)c1ccc(F)cc1 | 3% | 10%[38.3 µM] | -2.6% | 4% | -3% | -11% | -1%[46.1 µM] | 12%
CC(C)CNS(=O)(=O)c1ccc(OCC(=O)NCc2ccco2)cc1 | 1% | -1% | -0.7% | 2% | 8% | 1% | -2% | -5%
CC(Oc1ccccc1)C(=O)NN1Cc2ccccc2C1=N (stereo not given) | -1% | 10% | 3.3% | 9% | 0% | -12% | 6% | 7%
CCOc1ccc(C(F)(F)F)cc1NC(C)=O | 7% | 5%[38.3 µM] | -1.2% | 13% | -1% | -13% | -5%[46.1 µM] | -12%
N#Cc1c(SCc2cccc(Cl)c2)sc(C(=O)c2ccccc2)c1N | 9% | 38%[38.3 µM] | -3.8% | ? | -2% | i | ? | -11%
CCOC(=O)c1sc(NC(=O)c2cccnc2)nc1C | -8% | 3%[38.3 µM] | 0.0% | 1% | -4% | -5% | -7%[46.1 µM] | -2%
O=C(N/N=C/c1cn(CC(=O)N2CCOCC2)c2ccccc12)c1cccnc1 | 2% | / | 1.0% | -10% | / | -5% | 5% | /
Nc1ccc(S(=O)(=O)c2ccc(N)cc2)cc1 | 7% | 8%&10%&14%&6% | 1.5% | -10% | 1% | -14% | 11% | -1%
CC(/C=N/NC(=O)NC1CCCCC1)=C\c1ccccc1 | 5% | 22% | -0.1% | -1% | -2% | -5% | -16% | 24%
CCC(=O)Nc1cccc(-c2cn3ccsc3n2)c1 | 0% | 11%[38.3 µM] | -1.0% | 3% | -3% | -8% | -4%[46.1 µM] | 24%
CS(=O)(=O)N1CCc2cc(C(=O)N3CCCCC3)ccc21 | 3% | 0% | 8.0% | -2% | -1% | i | -1%[46.1 µM] | -10%
CCOC(=O)N1CCN(C(=O)CSCC(=O)Nc2nc(-c3ccc(C)cc3)cs2)CC1 | -4% | 29%[38.3 µM] | 2.3% | -7% | 1% | i | -9%[46.1 µM] | -19%

Some values from the entries so far:
O=C(N/N=C/c1cn(CC(=O)N2CCOCC2)c2ccccc12)c1cccnc1 | RECQ1 helicase = -5%
CCC(=O)Nc1cccc(-c2cn3ccsc3n2)c1 | NPSR antag = -4%[46.1 µM]
